cardiac RTF act – cardiac RTF calcium sensitization; IANBD-labeled TnC RTF fluorescence at EC20 calcium; 0% EC20 calcium, 100% full calcium; activation, % at 7.2 µM; P19429+P45379; AID 493008; 340,000 compounds, 0.24% hits;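 active means activation above the mean over all tested compounds plus 3 SD, cut at about 30% in these data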;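 further: rise in fluorescence read as greater calcium sensitivity of cardiac thin filaments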
Keap1-Nrf2 PPI – Keap1-Nrf2 (human) interaction inhibition; 340,000 compounds, 0.15% hits; Q14145; Keap1 Kelch-Nrf2 peptide fluorescence polarization, 1536-well; AID 504523; inhibition, % at 9.4 µM; in the data active means inhibition above about 12%; inconclusive means no clear call, values can overlap the other calls; inactive means below about 7.3%;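 further: human Keap1 Kelch domain with fluorescein labeled Nrf2 9mer peptide probe; 0% = neutral control wells and 100% = peptide positive control; higher means more block of Keap1 binding to Nrf2 peptide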
Target sequence (Q14145 whole entry, looked up, the tested form may be a part): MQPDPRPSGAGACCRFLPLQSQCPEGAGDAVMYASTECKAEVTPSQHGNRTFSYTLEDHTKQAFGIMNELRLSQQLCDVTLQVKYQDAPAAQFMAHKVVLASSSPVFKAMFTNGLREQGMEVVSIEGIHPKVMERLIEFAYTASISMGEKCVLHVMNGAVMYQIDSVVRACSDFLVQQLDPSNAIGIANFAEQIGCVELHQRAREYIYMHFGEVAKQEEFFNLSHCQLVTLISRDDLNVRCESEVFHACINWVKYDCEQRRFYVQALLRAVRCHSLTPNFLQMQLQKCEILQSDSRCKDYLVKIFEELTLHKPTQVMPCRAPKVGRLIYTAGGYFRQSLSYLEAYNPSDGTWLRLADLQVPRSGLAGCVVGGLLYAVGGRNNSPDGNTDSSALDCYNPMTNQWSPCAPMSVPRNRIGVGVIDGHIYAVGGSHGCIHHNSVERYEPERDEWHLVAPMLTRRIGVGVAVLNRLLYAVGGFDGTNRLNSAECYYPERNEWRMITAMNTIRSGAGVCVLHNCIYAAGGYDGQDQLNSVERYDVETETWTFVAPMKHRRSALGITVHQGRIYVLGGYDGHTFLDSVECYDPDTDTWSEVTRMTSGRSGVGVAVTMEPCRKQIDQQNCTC
CAL PDZ FP – inhibitors of human CAL PDZ peptide binding; Q9HD26; purified CAL PDZ, TMR-peptide fluorescence polarization, 1 h; inhibition, % at 24.9 µM; 300,000 compounds, 0.92% hits; AID 602252;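 active means mean inhibition of at least 30% with at least half of replicates also reaching 30%; inconclusive means no clear call, values can overlap the other calls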;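 further: 0% = DMSO neutral control and 100% = excess unlabeled competitor peptide PRC23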
HTR5A inv ag – inverse agonist of human HTR5A in OPRM1-OPRD1 counter-screen; P47898; HTR5A cell line, luminescence, inverse agonism; inhibition, % at 9.3 µM; 340,000 compounds, 0.083% hits; AID 504634; in the data active means inhibition mostly above about 23%, no sharp cut-off; inactive means mostly below about 18%;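 further: 0% = cells with DMSO and 100% = no-cell wells with DMSO; some compounds called inactive have numbers as strong as hits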
Target sequence (P47898 whole entry, looked up): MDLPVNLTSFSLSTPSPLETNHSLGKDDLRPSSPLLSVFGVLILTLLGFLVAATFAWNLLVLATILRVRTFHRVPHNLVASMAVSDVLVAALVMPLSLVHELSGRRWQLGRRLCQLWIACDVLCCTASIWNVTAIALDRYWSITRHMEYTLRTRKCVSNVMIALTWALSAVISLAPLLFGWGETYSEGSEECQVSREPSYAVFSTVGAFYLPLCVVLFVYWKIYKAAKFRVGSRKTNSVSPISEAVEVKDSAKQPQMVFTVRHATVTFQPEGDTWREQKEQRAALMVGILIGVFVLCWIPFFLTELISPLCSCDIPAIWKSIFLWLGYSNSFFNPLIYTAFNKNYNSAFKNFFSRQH
HTR5A ag – activates human HTR5A in OPRM1-OPRD1 agonist counter-screen. P47898. HTR5A agonist assay, luminescence, cell-based. activation, % at 9.3 µM. 340,000 compounds, 0.61% hits. AID 504692; in the data active means activation mostly above about 9.5%, no sharp cut-off; inactive means mostly below about 7.6%;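 further: 0% = cells with vehicle only and 100% = reference agonist; strong numbers were not always called active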
RTF Ca sens inh – cardiac RTF calcium desensitization; P19429+P45379; inhibition, % at 7.15 µM; 340,000 compounds, 0.12% hits; AID 493244; IANBD-labeled cardiac RTF, Ca2+ fluorescence;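 active means inhibition above the mean inhibition of all tested compounds plus 3 SD, cut at about 17% in these data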;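 further: assay run at fixed EC70 calcium of 1.6 mM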
OPRM1-OPRD1 ag – OPRM1-OPRD1 heterodimerization agonism; P35372+P41143; 340,000 compounds, 0.3% hits; activation, % at 9.3 µM; cells, luminescence; in the data active means activation above about 18%;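 further: 0% = vehicle-treated cells and 100% = reference agonist; values of inactives mirror those of a sister screen read the other way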
OPRM1-OPRD1 inv – inverse agonists of human mu-delta opioid receptor heterodimerization. inhibition, % at 9.3 µM. AID 504357. P35372+P41143. 340,000 compounds, 0.21% hits. cell-based MOR-DOR heterodimer luminescence, inverse agonism; in the data active means inhibition above about 22%, passing the limit was not always enough;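 further: 0% = cells with DMSO and 100% = wells without cells with DMSO; values of inactives mirror those of a sister screen read the other way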
V-ATPase pHluor – yeast V-ATPase proton transport regulation by pHLuorin; S. cerevisiae, pHLuorin cytosolic pH fluorescence; response, % at 10 µM; 350,000 compounds, 0.37% hits; AID 504577; in the data active means response mostly above about 7.3%, no sharp cut-off; inactive means mostly below about 5.4%; further: actives read high; inactives centre near 0; some compounds called inactive have numbers as strong as hits; reference of the scale not given here
C-LANA FP – KSHV C-LANA DNA binding inhibition. inhibition, % at 9 µM. MBP-C-LANA/FAM-LBS DNA binding, fluorescence polarization. 340,000 compounds, 0.078% hits;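 active means highest replicate inhibition at or above 60% at 9 µM, even if other replicates fall short; inactive means all replicates below 60% inhibition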;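 further: 0% = neutral control wells and 100% = 4 µM acridine orange control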
Starred values were filed as active, the others as inactive; ? = inconclusive; · = not tested or not shown.

cpd	molecule	OPRM1-OPRD1 ag	HTR5A ag	RTF Ca sens inh	cardiac RTF act	CAL PDZ FP
1	NC(=O)c1c(NC(=O)CN2CCN(S(=O)(=O)c3ccccc3)CC2)sc2c1CCC2	-1.4	1	-3	-6	-5
2	FC(F)(F)C1CCCN(c2nsc3ccccc23)C1 (configuration not stated)	-2.1	2	-5	3	-4
3	COc1cc(SC)ccc1C(=O)NCCc1c[nH]c2ccccc12	-0.8	2	-3	-2	-3
4	CN(CC1COc2ccccc2O1)C(=O)CSc1ncccn1 (configuration not stated)	-4.1	6	-3	-1	-6
5	Cc1onc(-c2ccccc2)c1C(=O)Nc1cccc(S(=O)(=O)N2CCCCC2)c1	3.5	0	-12	-2	2
6	COc1ccc2[nH]cc(CCNC(=O)C3CCCNC3=O)c2c1 (configuration not stated)	1.9	6	-4	0	-2
7	CC(C)(C)NC[C@@H](O)COc1cccc2c1CCCC2=O	1.0	1	-4	-2	1
8	CCCn1c(CC)nc([N+](=O)[O-])c1S(=O)(=O)c1ccccc1	-0.2	-8	-4	-1	4
9	CCOc1ccc(Nc2ccc(C(=O)O)cc2[N+](=O)[O-])cc1	-2.2	0	-10	3	4
10	CCc1ccc(/C=C/C(=O)c2c(C)cc(C)[nH]c2=O)cc1	-1.9	-1	-9	1	-2
11	COc1ccc2oc(C(=O)Nc3nc(C)cs3)c(C)c2c1	-0.3	-1	-5	-2	·
12	CCOC(=O)C1C2C=CC(CC2)N1c1ccccc1 (configuration not stated)	-1.1	-4	-12	15	-4
13	CC1CC(C)CN(C(=O)COC(=O)c2c[nH]c3ccccc23)C1 (configuration not stated)	-1.4	-1	-7	0	-1
14	N#C/C(=C/C1=C(N2CCOCC2)C(=C/c2ccccc2)/CC1)C(=O)Nc1ccccc1F	-1.7	1	-13	12	-7
15	CCOC(=O)C1CCCN(CC(=O)Nc2cc(C)cc(C)c2)C1 (configuration not stated)	-1.1	-2	-5	-1	1

cpd	Keap1-Nrf2 PPI	HTR5A inv ag	OPRM1-OPRD1 inv	C-LANA FP	V-ATPase pHluor
1	-4	-4	9	1.0	0
2	-12	-5	11	0.4	0
3	-3	-6	4	0.3	11
4	1	-25	21	-0.6	-4
5	6	0	-18	-2.5	0
6	-5	-18	-11	-0.4	6
7	-4	-2	-5	3.9	-1
8	-5	-11	1	-0.1	3
9	-3	2	10	0.5	1
10	-4	3	9	-0.8	0
11	3	4	2	-0.2	2
12	-7	-38	6	-1.1	-2
13	-3	4	6	2.7	1
14	-1	-4	8	0.2	3
15	-2	-13	6	1.5	0

(list continues)
cpd	molecule	OPRM1-OPRD1 ag	HTR5A ag	RTF Ca sens inh	cardiac RTF act	CAL PDZ FP
16	O=C(c1cn(-c2ccccc2)nc1-c1cccs1)N1CCN(c2ccccc2)CC1	3.9	-1	-11	1	-1
17	Cc1ccc(S(=O)(=O)C(C#N)c2nc3ccccc3nc2N2CCCC2)cc1 (configuration not stated)	0.3	-2	-19	3	-1
18	Cc1cc(/C=C(\C#N)C(=O)N2CCOCC2)c(C)n1C1CCCC1	-1.9	6	-4	3	·
19	Cc1ccc(-c2nc3ccccc3c(=O)n2Cc2ccccc2)cc1	5.8	6	-14	-8	-3
20	COCC(C)NC(=O)c1cc(-c2ccc(O)cc2)on1 (configuration not stated)	-0.3	7	-2	2	7
21	CNc1oc(Cc2ccccc2)nc1S(=O)(=O)c1ccc(Cl)cc1	1.3	0	-18	9	-2
22	Cc1cc(N2CCN(C(=O)Nc3ccccc3C#N)CC2)c2ccccc2n1	-4.2	2	8	-8	-5
23	Cc1ccc(C(=O)N2CCN(Cc3ccc4c(c3)OCO4)CC2)cc1C	-0.5	-1	-12	12	0
24	Cc1cccc(C(C)C)c1NC(=O)C1CCN(S(=O)(=O)c2ccccc2)CC1	0.1	-1	-3	0	-6
25	Cc1cccc(C(=O)NNC(=O)CSc2nnc(C(C)C)n2C)c1	-0.2	1	-7	-6	-3
26	CCOC(=O)c1sc(=NC(=O)c2ccccc2)n(C)c1C	0.8	0	-2	-2	9
27	C(=C\c1nc(-c2ccncc2)no1)/c1ccccc1	0.1	-3	2	-2	2
28	COc1ccc(N(CC(=O)NCc2ccco2)S(=O)(=O)c2c(C)nn(C)c2C)cc1	-2.1	0	5	1	·
29	Cc1ccccc1N(C(=O)c1csnn1)C(C(=O)NC(C)(C)C)c1ccncc1 (configuration not stated)	-2.2	2	-7	0	·
30	COc1cc2cc(CN(Cc3cccs3)C(=S)Nc3ccc(C)cc3)c(=O)[nH]c2cc1OC	-3.2	1	-23	-3	-2

cpd	Keap1-Nrf2 PPI	HTR5A inv ag	OPRM1-OPRD1 inv	C-LANA FP	V-ATPase pHluor
16	6	-8	-19	0.8	0
17	2	6	-1	6.4	0
18	0	-18	10	-6.3	-2
19	-3	22	-36	-1.2	-1
20	3	-21	2	1.0	-3
21	-9	-25	-7	1.5	-1
22	0	-8	20	-3.4	3
23	-3	4	2	0.2	-4
24	-4	5	0	-2.2	4
25	-1	-6	2	0.5	6
26	-3	0	-4	-1.0	4
27	-3	-4	0	2.0	2
28	0	-26	11	2.0	1
29	3	10	11	0.4	-4
30	3	17	15	0.1	-1

Carrying on.
cpd	molecule	OPRM1-OPRD1 ag	HTR5A ag	RTF Ca sens inh	cardiac RTF act	CAL PDZ FP
31	O=C(CN1C(=O)NC2(CCCC2)C1=O)Nc1nc2ccc(F)cc2s1	-3.7	0	-13	-1	-6
32	COc1ccccc1NC(=S)N1CCN(C(=O)C2CCCO2)CC1 (configuration not stated)	-1.3	-2	6	-4	-1
33	COc1cccc(/C=N/n2cnc3ccccc32)c1OC	-0.8	4	-3	-2	·
34	Cc1nc(N2CCc3ccccc3C2)[nH]c(=O)c1Cc1ccccc1	-1.9	-2	-5	0	6
35	O=C(Nc1nc(-c2ccco2)c(-c2ccco2)s1)c1ccco1	-0.3	5	6	-6	-5
36	CCCCOc1ccc(C(=O)Nc2ccc(S(=O)(=O)Nc3cc(C)on3)cc2)cc1OC	-0.2	-3	3	6	-3
37	CC(C)(C)C(=O)/C=c1\[nH]c(=O)/c(=C\c2ccccc2F)s1	2.5	1	-3	2	0
38	COc1ccc(CCN2CC(C(=O)OCC(=O)N(C)Cc3ccccc3)CC2=O)cc1OC (configuration not stated)	-5.6	5	0	-3	-4
39	CCOC(=O)C1CCN(C(=O)c2cccc(NS(=O)(=O)c3ccc(Br)cc3)c2)CC1	-3.0	2	2	-4	-4
40	CCN(CC)C(=O)COc1ccc(Br)cc1Cl	-0.4	-2	-12	1	-3
41	C=CCNC(=O)CN1CCN(Cc2ccc3c(c2)OCO3)CC1	-2.5	-2	2	-11	-8
42	CC(C)(OC(=O)c1ccc(C#N)cc1)c1cc2ccccc2c(=O)o1	-2.1	-8	-19	-7	-3
43	O=S1(=O)C=C(Sc2nc3cc(Cl)ccc3o2)c2ccccc21	0.3	-3	-15	8	-1
44	O=C(Cn1cnc2c(cnn2-c2ccccc2)c1=O)NCc1ccccc1	-3.5	1	-6	3	2
45	O=c1[nH]c(NCc2ccco2)nnc1Cc1ccccc1Cl	-2.3	-1	0	-5	3

cpd	Keap1-Nrf2 PPI	HTR5A inv ag	OPRM1-OPRD1 inv	C-LANA FP	V-ATPase pHluor
31	1	-1	19	0.7	3
32	-2	6	9	-1.5	1
33	?	-11	4	-0.4	-1
34	-8	5	10	-1.1	-1
35	-9	-4	2	9.7	0
36	-3	6	1	-1.6	0
37	2	19	-12	1.0	-1
38	-10	-10	22	-0.7	6
39	-2	-2	12	-0.4	-5
40	3	0	2	0.3	-5
41	-5	7	12	-1.4	4
42	0	21	12	-0.5	0
43	-5	12	-2	5.9	4
44	3	17	20	2.4	0
45	4	-12	14	0.4	0

Additional records:
cpd	molecule	OPRM1-OPRD1 ag	HTR5A ag	RTF Ca sens inh	cardiac RTF act	CAL PDZ FP
46	C=C(C)c1cccc(C(C)(C)NC(=O)NC2CCCC2)c1	-1.1	3	-3	2	1
47	Cc1ccc(S(=O)(=O)c2ccc(Cl)cc2)cc1S(N)(=O)=O	-2.4	-1	-5	-8	-4
48	COc1ccc(S(=O)(=O)N2CCCCCC2)cc1C(=O)N1CCN(c2ccccc2O)CC1	0.3	2	4	1	-2
49	Cc1cc(OCCCCCNCCO)ccc1Cl	2.8	-2	-5	6	·

cpd	Keap1-Nrf2 PPI	HTR5A inv ag	OPRM1-OPRD1 inv	C-LANA FP	V-ATPase pHluor
46	-1	-7	6	1.6	4
47	-1	5	11	-1.4	0
48	-4	-7	-2	-2.9	4
49	-2	2	-14	0.6	1

Entries above containing four or more nitrogen atoms:
cpd	molecule	OPRM1-OPRD1 ag	HTR5A ag	RTF Ca sens inh	cardiac RTF act	CAL PDZ FP
1	NC(=O)c1c(NC(=O)CN2CCN(S(=O)(=O)c3ccccc3)CC2)sc2c1CCC2	-1.4	1	-3	-6	-5
16	O=C(c1cn(-c2ccccc2)nc1-c1cccs1)N1CCN(c2ccccc2)CC1	3.9	-1	-11	1	-1
17	Cc1ccc(S(=O)(=O)C(C#N)c2nc3ccccc3nc2N2CCCC2)cc1 (configuration not stated)	0.3	-2	-19	3	-1
22	Cc1cc(N2CCN(C(=O)Nc3ccccc3C#N)CC2)c2ccccc2n1	-4.2	2	8	-8	-5
25	Cc1cccc(C(=O)NNC(=O)CSc2nnc(C(C)C)n2C)c1	-0.2	1	-7	-6	-3
28	COc1ccc(N(CC(=O)NCc2ccco2)S(=O)(=O)c2c(C)nn(C)c2C)cc1	-2.1	0	5	1	·
29	Cc1ccccc1N(C(=O)c1csnn1)C(C(=O)NC(C)(C)C)c1ccncc1 (configuration not stated)	-2.2	2	-7	0	·
31	O=C(CN1C(=O)NC2(CCCC2)C1=O)Nc1nc2ccc(F)cc2s1	-3.7	0	-13	-1	-6
44	O=C(Cn1cnc2c(cnn2-c2ccccc2)c1=O)NCc1ccccc1	-3.5	1	-6	3	2
45	O=c1[nH]c(NCc2ccco2)nnc1Cc1ccccc1Cl	-2.3	-1	0	-5	3

cpd	Keap1-Nrf2 PPI	HTR5A inv ag	OPRM1-OPRD1 inv	C-LANA FP	V-ATPase pHluor
1	-4	-4	9	1.0	0
16	6	-8	-19	0.8	0
17	2	6	-1	6.4	0
22	0	-8	20	-3.4	3
25	-1	-6	2	0.5	6
28	0	-26	11	2.0	1
29	3	10	11	0.4	-4
31	1	-1	19	0.7	3
44	3	17	20	2.4	0
45	4	-12	14	0.4	0

Screening results as filed in PubChem BioAssay.
